Screening results: PubChem, several laboratories
ssDAF12 agonist – S. stercoralis DAF-12 nuclear receptor activators, primary screen, cell-based, luminescence, HEK293, GRIP1 co-expression, lit1-tk-luc | Nuclear hormone receptor DAF-12 (Strongyloides stercoralis) | HEK293 ssDAF-12/GRIP1 lit1-tk-luc reporter; % of 3 µM dafachronic acid response | activation, % at 6.8 µM | 370,000 tested, 1% active | AID 652126, 2013;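 active = activation above the mean over all tested compounds plus 3 SD, cut at about 0.9% in these data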;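 note: 0% = DMSO-only wells and 100% = 3 µM delta7-dafachronic acid wells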
NPR1 activator – GC-A stimulated cGMP production enhancers – HEK293 GC-A cells, cGMP TR-FRET, EC30 ANP, primary screen. Atrial natriuretic peptide receptor 1 (Homo sapiens), P16066. 0% at EC30 ANP, 100% saturating ANP. activation, % at 10 µM. 370,000 tested, 0.14% active. AID 1671463, 2021; in the data active = activation above about 40%
hgDAF12 agonist – H. glycines DAF-12 receptor agonists, primary screen, cell-based, luminescence, HEK293, GAL4 fusion, UAS-luciferase | 370,000 tested, 1.8% active | Nuclear hormone receptor DAF-12 (Heterodera glycines), GAL4 fusion | activation, % at 6.8 µM | AID 687014, 2013 | HEK293 GAL4-hgDAF12 UAS-luciferase reporter, agonist luminescence; normalized to butyrate control;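 active = activation above a cutoff set at the mean of all screened compounds plus 3 SD, cut at about 10% in these data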;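 note: 0% = DMSO wells and 100% = sodium butyrate wells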
sPLA2-III inh – human group III sPLA2 inhibitors, primary screen, biochemical, QFRET, BODIPY PC-A2 liposome substrate. Group 3 secretory phospholipase A2 (Homo sapiens), Q9NZ20. QFRET BODIPY PC-A2 liposome hydrolysis, fluorescence. inhibition, % at 12.2 µM. 370,000 tested, 0.56% active. AID 743126, 2013;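 active = inhibition above mean plus 3 SD of compounds lying within the high and low control bounds, cut at about 19% in these data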;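 note: 0% = median of test compound wells and 100% = no enzyme DMSO wells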
Target sequence (Q9NZ20 whole entry, looked up): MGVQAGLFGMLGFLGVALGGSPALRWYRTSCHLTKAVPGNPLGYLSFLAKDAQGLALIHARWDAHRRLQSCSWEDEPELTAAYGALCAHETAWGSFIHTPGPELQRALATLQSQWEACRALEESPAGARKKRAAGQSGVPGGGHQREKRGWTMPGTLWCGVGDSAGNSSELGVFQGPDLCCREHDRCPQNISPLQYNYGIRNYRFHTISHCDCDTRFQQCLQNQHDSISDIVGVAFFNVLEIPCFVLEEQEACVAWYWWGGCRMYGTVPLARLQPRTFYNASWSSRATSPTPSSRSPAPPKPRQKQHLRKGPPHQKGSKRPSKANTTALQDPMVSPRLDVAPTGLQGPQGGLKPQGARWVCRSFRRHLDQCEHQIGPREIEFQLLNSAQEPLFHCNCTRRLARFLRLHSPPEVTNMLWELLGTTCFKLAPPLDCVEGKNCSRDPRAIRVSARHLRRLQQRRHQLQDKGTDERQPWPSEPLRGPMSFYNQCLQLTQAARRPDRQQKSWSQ
DAX1 inh-1 – DAX1 (NR0B1) inhibitors, primary screen, cell-based, HEK293, Gal4-DAX1, luciferase luminescence; inhibition, % at 6.75 µM; AID 504766, 2011; 340,000 tested, 0.99% active; Nuclear receptor subfamily 0 group B member 1 (Homo sapiens), P51843; HEK293 Gal4-DAX1 luciferase reporter;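 active = inhibition above the mean over all tested compounds plus 3 SD, cut at about 4.2% in these data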;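 note: 0% = DAX1-transfected cells with DMSO and 100% = empty-vector control cells with DMSO; inhibition shows as a rise in luminescence from relieved DAX1 repression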
Target sequence (P51843 207-470 limits assumed): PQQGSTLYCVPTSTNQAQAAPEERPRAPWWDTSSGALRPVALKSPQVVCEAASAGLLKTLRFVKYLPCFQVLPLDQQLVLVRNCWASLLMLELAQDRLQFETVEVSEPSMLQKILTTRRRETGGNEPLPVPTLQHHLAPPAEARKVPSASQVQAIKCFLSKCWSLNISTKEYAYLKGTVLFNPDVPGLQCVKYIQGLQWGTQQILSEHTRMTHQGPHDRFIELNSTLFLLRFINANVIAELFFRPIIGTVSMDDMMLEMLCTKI
GAA850 FXN act – FXN promoter activators, primary screen, cell-based, luciferase luminescence, HEK293 lucGAA850; HEK293 lucGAA850 FXN promoter luciferase reporter, 24 h; percent of 10 µM SAHA response; activation, % at 6 µM; 360,000 tested, 0.56% active; AID 540364, 2011;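 active = activation above the average of all compounds screened plus 3 SD, cutoff fixed separately per campaign, cut at about 7.5% in these data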;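 note: 0% = DMSO wells and 100% = 10 µM SAHA wells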
NPR2 activator – human GC-B receptor activators, primary screen, HEK293 GC-B cells, cGMP TR-FRET, EC30 CNP. 370,000 tested, 0.11% active. 0% at EC30 CNP, 100% saturating CNP. Atrial natriuretic peptide receptor 2 (Homo sapiens), P20594. activation, % at 10 µM;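 active = activation at 10 µM reaching about 35% in either raw or pattern-adjusted values, limit read from the data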
DAX1 inh-2 – DAX1 (NR0B1) inhibitors on StAR promoter, primary screen, cell-based, luminescence, SF-1 (NR5A1), full-length DAX-1; HEK293T StAR-luciferase reporter, SF-1/DAX-1 repression relief; inhibition, % at 6.8 µM; 370,000 tested, 1.1% active; AID 652010, 2013;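 active = inhibition above the mean over all tested compounds plus 3 SD, cut at about 3.6% in these data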;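 note: 0% = DAX-1 cells with DMSO and 100% = cells lacking DAX-1 with DMSO; higher inhibition means more luminescence from relief of DAX-1 repression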
SMARCA2 act – SMARCA2 (BRM) function activators, primary screen, cell-based, luminescence, high throughput; MG213 cells, MMTV-luciferase reporter, dexamethasone, overnight; activation, % at 9.1 µM; 370,000 tested, 1% active; AID 652017, 2013; in the data active = activation above about 7.8%;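 note: 0% = vehicle wells and 100% = reference activator wells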
hcDAF12 agonist – H. contortus DAF-12 nuclear receptor activators, primary screen, cell-based, luminescence, HEK293, lit1-tk-luc reporter; HEK293 hcDAF-12 lit1-tk-luc reporter; 0% DMSO, 100% Δ7-dafachronic acid; activation, % at 6.8 µM; AID 652067, 2013; 370,000 tested, 1.4% active;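 active = activation above the mean of all tested compounds plus 3 SD, cut at about 5.5% in these data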;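 note: 100% = response to 3 µM Δ7-dafachronic acid high control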
KLK7 zymogen act – proKLK7 zymogen activators, primary screen, biochemical, fluorescence intensity; Kallikrein-7 (Homo sapiens), P49862; activation, % at 7 µM; purified proKLK7, EDANS-DABCYL substrate fluorescence; 100% is mature enzyme control, 0% vehicle; AID 652039, 2013; 370,000 tested, 0.9% active;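 active = activation above the mean of all tested compounds plus 3 SD, computed per campaign excluding outliers beyond control limits, cut at about 13% in these data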
Target sequence (P49862 whole entry, looked up): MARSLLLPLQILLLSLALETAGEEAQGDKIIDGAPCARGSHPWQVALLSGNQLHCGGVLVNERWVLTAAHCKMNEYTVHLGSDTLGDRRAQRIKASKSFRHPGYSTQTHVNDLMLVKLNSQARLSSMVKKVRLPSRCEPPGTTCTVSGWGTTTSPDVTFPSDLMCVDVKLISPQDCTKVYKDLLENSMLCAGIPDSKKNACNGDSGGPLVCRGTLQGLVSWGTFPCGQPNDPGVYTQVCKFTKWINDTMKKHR
Numbers without * were called inactive; · = not tested or not shown.

SMILES | ssDAF12 agonist | NPR1 activator | hgDAF12 agonist | sPLA2-III inh | DAX1 inh-1 | GAA850 FXN act | NPR2 activator | DAX1 inh-2 | SMARCA2 act | hcDAF12 agonist | KLK7 zymogen act
Cc1ccccc1S(=O)(=O)Cc1ccc(C(=O)NCc2cccnc2)o1 | -0.5 | -2 | 0.2 | 13 | -0.6 | -1.0 | 4 | -0.1 | 1 | -2.1 | -0.5
COc1ccc(S(=O)(=O)N2CCCC(c3cc(C(=O)NCc4cccnc4)no3)C2)cc1 (stereo not given) | -1.6 | 0 | -1.1 | -8 | · | -1.1 | -4 | -1.4 | -1 | -0.2 | 0.6
CCCNC(=O)C(Cc1ccccc1)NS(=O)(=O)c1ccc2c(c1)c(=O)n(C)c(=O)n2C (stereo not given) | -1.6 | -4 | 1.2 | 10 | 0.5 | 2.1 | 3 | -0.3 | -5 | -2.4 | 0.0
CC(C)Oc1cc(C(=O)NC2CCCCC2)c2ccccc2n1 | -0.2 | 1 | 0.4 | 10 | -0.1 | 1.1 | -4 | 0.0 | -2 | 0.3 | 0.4
CCOC(=O)CC[C@H](NC(=O)Cn1cnc2c(NCc3ccccc3)ncnc21)C(=O)OCC | -1.4 | 4 | -0.3 | 1 | -0.7 | -0.1 | 1 | -1.4 | -2 | 0.3 | -0.1
O=c1c2oc3ccccc3c2ncn1Cc1ccc(F)cc1 | -1.2 | 1 | 5.4 | 0 | 0.3 | 4.5 | 3 | 0.3 | 4 | -0.7 | 0.5
CCC(=O)NC(=S)Nc1ccc(NC(=O)COc2ccc(Cl)c(C)c2)cc1 | -2.2 | 3 | 3.7 | 3 | -0.3 | 0.6 | 4 | -0.8 | 0 | -2.0 | -1.2
CC(C)(C)OC(=O)NCCCC[C@H](NC(=O)c1nc[nH]c1C(=O)NC1CCN(C(=O)OC(C)(C)C)CC1)C(=O)OC(C)(C)C | -1.7 | 0 | -2.5 | -12 | -1.4 | -6.7 | 10 | -0.4 | 1 | -1.6 | 0.8
Cc1cc(NC(=O)CCN2CCCCC2)ccc1Br | -1.5 | -11 | -2.4 | -5 | 1.1 | -0.5 | -9 | -0.9 | 4 | -1.3 | 0.0
O=C(c1csc2c1CCCCC2)N1CCN(c2ncccn2)CC1 | -1.1 | -4 | -1.6 | 14 | -1.4 | 0.0 | -5 | 0.0 | -4 | -3.1 | 0.6
CN1CCN2c3ncccc3Cc3ccccc3[C@@H]2C1 | -1.1 | -1 | 0.7 | -7 | 0.4 | 0.5 | 0 | 1.2 | 4 | 0.0 | 0.5
Cc1ccc(NC(=O)CSc2nc3nc(C)cc(C)c3c(=O)[nH]2)cc1 | -0.5 | 3 | 0.6 | 0 | -0.6 | -0.2 | 2 | -0.5 | 1 | -0.1 | -0.2
CCN1CCN(c2nc3c(C)cccn3c(=O)c2/C=C(\C#N)C(=O)NCCOC)CC1 | -1.2 | 8 | -0.1 | 6 | 0.2 | 0.6 | -3 | -0.1 | -2 | 0.3 | 30*
COc1ccc(/C=N/NC(=O)c2cc(C)n(-c3ccccc3)c2C)cc1OC | -2.1 | 4 | -4.2 | -17 | 0.1 | 4.3 | 6 | 0.2 | 3 | -2.7 | 0.2
NC(=S)Nc1cccc2cccnc12 | -0.5 | 2 | 0.2 | 4 | -0.5 | 0.8 | -2 | 0.1 | 1 | 2.2 | -0.3
Cc1nc(NC(=O)CSc2nc3cccnc3n2Cc2ccccc2)sc1C | -1.3 | 29 | -0.9 | 0 | -1.9 | -1.2 | 33 | 0.2 | 1 | -0.1 | 0.0
COc1ccc(Cc2nnc(SCC(=O)Nc3ccc(N4CCOCC4)cc3)n2C)cc1 | -1.1 | -3 | 0.6 | 5 | -0.7 | 0.3 | 3 | -0.5 | -1 | -0.5 | -0.8
COc1ccc(OCC(=O)NC2CCCCCCC2)cc1 | -1.1 | 2 | 1.2 | 6 | 0.5 | 2.7 | 0 | 0.2 | -2 | 0.7 | 0.2
Cc1nn(-c2ccccc2)c(C)c1NC(=O)CCl | -1.6 | 0 | -2.8 | 1 | -1.4 | 4.0 | -2 | -3.1 | -2 | 1.7 | -0.6
Cc1ccc(/C(N)=N/OC(=O)Cc2ccccc2)cc1 | -0.7 | -2 | 8.5 | 15 | 0.8 | 4.3 | 1 | 0.4 | 5 | -0.8 | -0.3
COC(=O)c1c(NC(=O)COC(=O)c2ccc(NC(=O)CC#N)cc2)sc2c1CCCCC2 | -1.0 | -4 | -1.0 | -3 | -0.4 | 2.3 | 0 | 1.3 | -2 | -1.3 | 0.0
CCOc1ccc(CCNC(=O)C2CC(=O)N(Cc3ccc(OC)cc3)C2)cc1OCC (stereo not given) | -1.8 | 6 | 0.0 | 3 | 0.9 | 2.5 | 1 | -1.0 | 4 | -0.1 | -0.1
CCOc1ccc2nc(SCC(=O)N(CC(C)C)c3c(N)n(CC(C)C)c(=O)[nH]c3=O)[nH]c2c1 | -1.5 | -2 | 2.8 | 0 | 0.5 | 0.3 | 0 | 1.2 | 2 | -0.1 | -0.3
CC(C)CC(NC(N)=O)C(=O)OCC(=O)Nc1ccc(OC(F)F)cc1 (stereo not given) | -2.5 | 1 | -1.6 | -4 | -1.4 | -1.7 | 0 | -0.5 | -2 | -2.2 | 0.2
COc1ccc(-c2cc(=O)oc3cc(OC(C)C(=O)NCc4ccccn4)ccc23)cc1 (stereo not given) | -1.3 | 2 | -6.3 | -7 | 2.6 | 1.9 | 3 | -1.4 | 1 | 2.9 | 0.1

Limited to DAX1 inh-2 (3 entries from above):
compound,DAX1 inh-2
Cc1nc(NC(=O)CSc2nc3cccnc3n2Cc2ccccc2)sc1C,0.2
COc1ccc(Cc2nnc(SCC(=O)Nc3ccc(N4CCOCC4)cc3)n2C)cc1,-0.5
COc1ccc(OCC(=O)NC2CCCCCCC2)cc1,0.2

Going on with the list.
SMILES | ssDAF12 agonist | NPR1 activator | hgDAF12 agonist | sPLA2-III inh | DAX1 inh-1 | GAA850 FXN act | NPR2 activator | DAX1 inh-2 | SMARCA2 act | hcDAF12 agonist | KLK7 zymogen act
Cc1ccc(S(=O)(=O)/N=C/c2ccc(N(C)C)cc2)cc1 | -1.2 | 1 | -0.1 | 5 | 0.5 | 1.6 | 2 | -0.2 | -2 | -1.2 | 0.5
Cc1cnc2cc([N+](=O)[O-])ccc2n1 | -1.2 | -5 | 1.2 | 5 | -0.8 | 1.1 | -7 | 0.2 | 0 | 1.6 | -0.7
COc1ccc(C2CC(c3ccccc3)=NN2C(=O)COC(=O)COc2ccccc2)cc1 (stereo not given) | 0.0 | 2 | 2.3 | -12 | 0.7 | 1.9 | -2 | 0.2 | 2 | 1.4 | -0.1
COc1ccc(C(=O)/C=C/c2cn(CC(O)CN3CCN(C)CC3)c3ccccc23)cc1OC (stereo not given) | -0.9 | 0 | -1.8 | -27 | 5.0* | 0.1 | 3 | -0.5 | 7 | -0.8 | 1.5
CCCCc1c(O)nc(SCC(=O)Nc2ccc(OC)cc2)n(-c2ccc(C)c(C)c2)c1=O | -0.7 | 2 | 2.7 | 7 | -0.3 | 0.8 | -1 | -3.1 | -1 | -0.6 | -1.0
O=C(c1ccccc1)C1CN(c2ccccc2)CC1c1ccc(Cl)cc1 (stereo not given) | -0.7 | 1 | 0.9 | 14 | -0.2 | 2.5 | -1 | -0.3 | 2 | -0.5 | 0.7
O=C1Nc2ccccc2S/C1=C/NCc1ccccc1Cl | -1.5 | 4 | -0.8 | -3 | 0.2 | 1.6 | 3 | 0.8 | -2 | 2.2 | 0.2
O=C(CCC(=O)N1CCN(c2ccc(F)cc2)CC1)c1ccc(Cl)cc1 | -0.9 | 6 | 1.9 | -6 | 0.0 | 1.4 | 0 | -0.1 | -3 | -1.9 | 0.1
O=C1[C@@H]2[C@@H](CN3CN(c4ccccc4)N=C(c4ccccc4)[C@@]23c2ccccc2)C(=O)N1c1ccccc1 | -1.2 | -2 | 6.5 | 0 | -0.7 | -0.7 | -3 | -0.3 | -1 | 1.4 | -43
Cc1ccc2nc(SCc3nnc(-c4ccccc4)o3)[nH]c2c1 | -1.0 | -2 | 1.0 | -11 | 0.3 | 1.5 | 2 | -0.8 | -1 | 0.5 | -0.8
CCN(CC)c1ccc(C(=O)NNC(=O)CN2C(=O)NC(C)(c3ccccc3)C2=O)cc1 (stereo not given) | -0.6 | 0 | 2.8 | -15 | -0.2 | 0.6 | 2 | 0.2 | -1 | 0.2 | -0.3
CC(C)c1cccc(-c2ccc3c(c2)S(=O)(=O)c2cccc(C(=O)NCc4ccco4)c2C3=O)c1 | -1.6 | -3 | 0.0 | 3 | 0.5 | -0.5 | 2 | -0.3 | 2 | -1.5 | -0.1
O=C(Cc1ccc(S(=O)(=O)N2CCCCC2)s1)Nc1ccc(F)cc1F | -1.4 | 0 | 4.1 | -46 | -0.8 | -0.5 | 0 | 0.4 | -1 | -2.5 | -0.5
Cc1cccc(OCc2nnc(SCC(=O)Nc3ncc(C)s3)o2)c1 | -1.8 | 1 | -4.3 | -9 | -0.2 | 0.1 | -4 | -1.0 | 2 | 1.5 | -0.2
CCCCn1c(N)c(N(CC(C)C)C(=O)C2CCN(C(=O)c3ccc(F)cc3)CC2)c(=O)[nH]c1=O | -1.2 | -3 | -1.4 | 3 | -0.3 | 0.5 | 7 | 1.0 | 3 | 0.8 | 0.1
Cc1ccc(C)c(NC(=O)C2CCCN(S(=O)(=O)c3c(C)nn(C)c3C)C2)c1 (stereo not given) | -0.6 | 2 | 0.1 | 2 | 0.7 | -1.6 | 1 | -0.2 | -2 | -2.5 | 0.0

Fetched by structure from above (2):
SMILES | ssDAF12 agonist | NPR1 activator | hgDAF12 agonist | sPLA2-III inh | DAX1 inh-1 | GAA850 FXN act | NPR2 activator | DAX1 inh-2 | SMARCA2 act | hcDAF12 agonist | KLK7 zymogen act
O=C(CCC(=O)N1CCN(c2ccc(F)cc2)CC1)c1ccc(Cl)cc1 | -0.9 | 6 | 1.9 | -6 | 0.0 | 1.4 | 0 | -0.1 | -3 | -1.9 | 0.1
CCCCc1c(O)nc(SCC(=O)Nc2ccc(OC)cc2)n(-c2ccc(C)c(C)c2)c1=O | -0.7 | 2 | 2.7 | 7 | -0.3 | 0.8 | -1 | -3.1 | -1 | -0.6 | -1.0
